C-LANA FP – inhibitors of KSHV C-LANA binding to DNA, primary screen, biochemical, fluorescence polarization, FAM-LBS DNA, MBP-C-LANA, single point | inhibition, % at 9 µM | Kaposi's sarcoma herpesvirus LANA C-terminal domain (residues 932-1162) DNA binding | 0.078% of 340,000 active;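 active = highest replicate inhibition at or above 60% at 9 µM, even if other replicates fall short; inactive = all replicates below 60% inhibition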;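 also: 0% = neutral control wells and 100% = 4 µM acridine orange control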
Arr AP2 block – inhibitors of beta-arrestin/AP2 binding, primary screen, biochemical, GPCR trafficking, flow cytometry. AID 504490, 2011. FITC-arrestin peptide / GST-AP2 beads; AP2 beta2 appendage carries R879A mutation. beta-arrestin 1 C-terminal peptide binding to AP2 beta2-adaptin appendage (human). 0.31% of 340,000 active. inhibition, % at 10 µM;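 active = inhibition above a set limit, near 3 SD of compounds lacking own fluorescence, cut at about 54% in these data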;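 also: plate controls were DMSO wells for no effect and 5 µM unlabelled arrestin peptide for full effect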
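System: GST-AP2 R879A glutathione beads; medium: PBS, Tween 20 0.05%, BSA 0.1%; reagent: fluorescein-tagged arrestin peptide at 50 nM final; schedule: pre-incubation 12 min, peptide binding 1 h, room temperature; detection: flow cytometry, FL1 (488/535 nm); read-out: inhibition as reduced fluorescein signal on beads, percent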
V-ATPase pH – regulators of yeast V-ATPase proton pumping, primary screen, pHLuorin cytosolic pH fluorescence; 0.37% of 350,000 active; S. cerevisiae; response, % at 10 µM; in the data active = response mostly above about 7.3%, no sharp cut-off; inactive = mostly below about 5.4%; also: actives read high; inactives centre near 0; some compounds called inactive have numbers as strong as hits
DAGLB inhibitor – DAGLB lipase inhibitors, primary screen, biochemical, fluorescence, HTS. Diacylglycerol lipase-beta (Homo sapiens), Q8NCG7. HEK293T DAGLB membrane lysate, EnzChek fluorogenic substrate. inhibition, % at 5.17 µM. 0.059% of 340,000 active. AID 504411, 2011; in the data active = inhibition above about 34%;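 also: 0% = enzyme with vehicle and 100% = wells lacking enzyme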
Keap1-Nrf2 PPI – Keap1-Nrf2 protein-protein interaction inhibitors, primary screen, biochemical, fluorescence polarization, single point | 0.15% of 340,000 active | inhibition, % at 9.4 µM | AID 504523, 2011 | Keap1 Kelch-Nrf2 peptide fluorescence polarization, 1536-well | Kelch-like ECH-associated protein 1 (Homo sapiens), Q14145; in the data active = inhibition above about 12%;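 also: human Keap1 Kelch domain with fluorescein labeled Nrf2 9mer peptide probe; 0% = neutral control wells and 100% = peptide positive control; higher means more block of Keap1 binding to Nrf2 peptide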
Pemphigus Ab inh – inhibitors of pemphigus antibody binding to DSG3, primary screen, biochemical, bead-based, flow cytometry, scFv-GFP; Desmoglein-3 (Homo sapiens), P32926; DSG3-coupled beads, scFv-anti-DSG3-GFP binding; hits give low values; binding (percent of control), % at 10 µM; 0.48% of 310,000 active; AID 588358, 2011;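 active = binding more than 3 SD below its plate's average and above zero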;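 also: hits lower antibody fragment binding to DSG3; some compounds called inactive have numbers as strong as hits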
Cardiac RTF inh – cardiac RTF calcium sensitivity inhibitors, primary screen, biochemical, IANBD-TnC fluorescence, EC70 calcium. inhibition, % at 7.15 µM. Troponin I, cardiac muscle (Homo sapiens) + Troponin T, cardiac muscle (Homo sapiens) + …. IANBD-labeled cardiac RTF, Ca2+ fluorescence. 0.12% of 340,000 active;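 active = inhibition above the mean inhibition of all tested compounds plus 3 SD, cut at about 17% in these data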;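 also: assay run at fixed EC70 calcium of 1.6 mM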
NSD2 inh – NSD2 histone methyltransferase inhibitors, primary screen, biochemical, AlphaScreen, single concentration, set 2. Histone-lysine N-methyltransferase NSD2 (Homo sapiens), O96028. NSD2 peptide methylation, 120 min. inhibition, % at 12.5 µM. 0.54% of 310,000 active. AID 743445, 2014; in the data active = inhibition above about 50%
CAL PDZ FP-1 – untagged CAL PDZ binding inhibitors, primary screen, biochemical, fluorescence polarization, HTS | Golgi-associated PDZ and coiled-coil motif-containing protein (Homo sapiens), Q9HD26 | purified CAL PDZ, TMR-peptide fluorescence polarization, 1 h | inhibition, % at 24.9 µM | 0.92% of 300,000 active | AID 602252, 2012;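 active = mean inhibition of at least 30% with at least half of replicates also reaching 30%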;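 also: 0% = DMSO neutral control and 100% = excess unlabeled competitor peptide PRC23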
CAL PDZ FP-2 – CAL PDZ peptide-binding inhibitors, primary screen, biochemical, fluorescence polarization, Cer-tagged CAL PDZ, HTS; Golgi-associated PDZ and coiled-coil motif-containing protein (Homo sapiens), Q9HD26; purified CAL PDZ, TMR-peptide fluorescence polarization, 1 h; inhibition, % at 20 µM; 0.02% of 330,000 active; AID 504414, 2011;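 active = highest replicate inhibition of at least 40%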;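 also: plate controls were DMSO neutral control wells for no effect and unlabeled competitor peptide control wells for full effect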
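Read-out basis: mP drop reported as inhibition | Assay system: Tagged CAL PDZ protein CerCALP, purified | Benchmarks: Unlabelled peptide for full inhibition, DMSO wells as neutral | Schedule: 1 h incubation at room temperature before polarization reading | Buffer or medium: Sodium phosphate/NaCl buffer pH 7.4 with TCEP, IgG, Thesit | Doses: Single point, 20 µM | Measured by: Fluorescence polarization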
Numbers without * were called inactive; / = not tested or not shown; & = joins results of further samples. An excerpt, so the mix of outcomes need not match the whole.

SMILES	C-LANA FP	Arr AP2 block	V-ATPase pH	DAGLB inhibitor	Keap1-Nrf2 PPI	Pemphigus Ab inh	Cardiac RTF inh	NSD2 inh	CAL PDZ FP-1	CAL PDZ FP-2
CCOc1ccc(CCNC(=O)CS(=O)Cc2nc(-c3ccc(C)cc3)oc2C)cc1OCC (configuration not stated)	0.8	-0.1	4.7	1.7	1.5	119.1	-3.5	-1.6	0.8	-2.2
CSCC[C@H](NC(=O)OC(C)(C)C)C(=O)N/N=C/c1cccc2nccnc12	-2.0	-6.9	1.3	0.3	-1.1	/	3.3	-3.3	-2.3	-0.9
CN(C(=O)c1ccccc1)C1(C)CCS(=O)(=O)C1 (configuration not stated)	-0.2	-1.0	1.1	0.0	1.1	100.8	11.9	-2.2	-2.3	-1.6
O=C(Nc1ccc(F)cc1)C(c1ccccc1)N1CCN(CC(=O)N2CCCC2)CC1 (configuration not stated)	2.0	22.6	4.1	-4.6	-1.1	104.6	-2.1	-1.3	-0.6	-0.3
Cn1c(Cn2nnc3ccccc32)nnc1SCC(=O)c1ccc(F)cc1	-0.4	3.4	-2.7	0.6	-1.5	92.9	-16.3	/	-0.4	-4.1
CCOP(=O)(c1ccccc1Cl)C1(O)CCCCC1 (configuration not stated)	-1.7	5.5	2.6	-0.9	2.0	103.2	4.3	-0.7	-6.1	-0.7
COc1ccc(S(=O)(=O)N(C)C[C@@H]2Oc3ccc(NS(=O)(=O)c4cn(C)cn4)cc3C(=O)N([C@@H](C)CO)C[C@@H]2C)cc1	0.9	/	2.3	0.5	-1.7	98.7	4.3	/	-1.4	0.4
O=C(CC(C(=O)O)c1ccccc1)c1cccs1 (configuration not stated)	1.4	17.0	2.5	-3.6	-5.3	115.7	-0.3	-3.0	2.2	-1.9
CC(C)CN1C(=O)c2ccc(NC(=O)Cc3ccccc3)cc2C1=O	-1.9	1.0	1.0	-3.2	-0.7	97.0	1.1	-2.6	74.3*	-0.2
O=C(CCc1nnc(C2CCCCC2)o1)NCc1ccc(F)c(F)c1	0.4	14.4	-0.4	-2.2	2.1	110.2	-7.0	-1.3	/	-0.9
CC(C)c1nnc(NC(=O)COc2ccccc2[N+](=O)[O-])s1	-0.9	38.8	-2.7	/	1.4	96.5	/	-1.0	/	-1.2
COc1ccc(-c2csc(Nc3ncccc3C)n2)cc1	-1.2	8.5	3.0	-6.4	2.1	94.9	0.3	0.7	-4.7	-1.2
O=C(NCCC1CCCCN1S(=O)(=O)c1ccc(Cl)cc1)C(=O)NCc1ccncc1 (configuration not stated)	14.3	-9.9	-1.4	1.8	3.0	104.9	-8.5	2.3	-0.3	-1.4
O=C(c1ccccc1F)N1CCCC(C(=O)N2CCc3ccccc3C2)C1 (configuration not stated)	0.8	-5.9	0.8	1.4	-7.0	/	-5.0	-1.1	-6.4	-0.3
Cc1ccc(C(=O)NCC(=O)NCCc2ccc(S(N)(=O)=O)cc2)s1	2.3	5.2	5.5	0.2	-5.5	127.7	-8.5	0.0	-3.7	0.1
COc1ccc(OCc2nnc(SCC(=O)NNC(=O)c3ccc(C)cc3)n2C)cc1	-1.1	19.3	-3.9	0.9	0.0	/	1.9	-1.6	-2.0	-0.6
Cc1ccc(S(=O)(=O)NCC(=O)N(CC2CCCO2)C(C(=O)NC2CCCCC2)C(C)C)cc1 (configuration not stated)	-0.6	-3.6	-1.1	-3.1	-5.1	97.8	1.8	0.6	-8.4	-1.9
Cc1ccccc1CCNC(=O)C1CCC(=O)N(CCc2cccc(F)c2)C1 (configuration not stated)	-1.6	7.5	0.0	-0.3	2.6	105.9	-6.3	0.2	/	-0.6
CC(C)Oc1ccc(NC(=O)Oc2ccccc2)cc1	1.0	-2.8	-0.5	-3.5	-3.4	97.9	-2.8	-3.5	-0.5	-0.1
Cc1ccc(C2=NN(C(=O)CSc3nnnn3C)C(c3ccco3)C2)cc1 (configuration not stated)	-0.2	-2.6	-2.9	-3.0	-5.1	109.0	-3.6	0.4	0.1	-0.4
Cc1cccc(Cc2cnc(N3C(=N)SC(c4ccccc4)C3=O)s2)c1 (configuration not stated)	-0.9	11.7	-2.7	16.1	3.2	89.8	-14.0	-1.0	-7.8	-7.0
CC(OC(=O)CCN1C(=O)C2CC=CCC2C1=O)C(=O)Nc1ccc(F)cc1 (configuration not stated)	2.4	0.7	5.0	0.5	-5.7	54.8	-5.0	3.6	/	-0.8
CC(Sc1nc2sccc2c(=O)n1-c1ccccc1)C(N)=O (configuration not stated)	-0.4	5.0	0.2	0.3	-6.7	119.7	-1.2	-1.7	/	-0.2
Cc1cc(C)cc(C(=O)NC(=S)Nc2ccc(-c3cc4ccccc4oc3=O)cc2)c1	-1.5	7.0	-1.4	-0.8	-8.4	92.7	-5.1	-2.9	-0.4	0.3
O=C(NCc1ccco1)C(=O)c1c[nH]c2ccccc12	1.9	-4.7	4.1	-0.6	-3.8	94.2	-3.6	0.2	-2.8	-3.4
CCOC(=O)CC(NC(=O)c1cc2ccccc2oc1=O)c1cccc([N+](=O)[O-])c1 (configuration not stated)	3.8	-8.3	-1.2	-0.2	-1.5	99.6	-15.7	-2.9	1.5	-0.9
Cc1ccc(OCCn2cc(/C=C3\C(=O)NN(c4ccccc4)C3=O)c3ccccc32)cc1	-0.3	/	-1.6	0.4	-11.2	94.1	-10.7	0.4	-1.3	-2.4
COc1ccc(N2CC(C(=O)NC3CC(C)(C)NC(C)(C)C3)CC2=O)cc1 (configuration not stated)	-1.1	-0.4	-2.9	-2.0	-4.1	107.4	-3.7	/	/	-0.1
CC(=O)NCCC(=O)Nc1cc(S(=O)(=O)N2CCCCC2)ccc1Oc1cccc(C)c1	-0.8	-1.2	1.8	0.7	-5.3	109.9	-7.7	-0.1	0.2	-2.3
CCSc1nnc(NC(=O)C(C)C)s1	0.1	25.9	3.9	-4.8	-2.7	98.6	-1.4	/	/	0.1
Cc1ccc(NC(=O)Cc2c[nH]c3ccccc23)cc1S(=O)(=O)N1CCCCCC1	-1.4	-6.9	0.0	-0.8	-2.9	92.8	-13.3	-2.9	-0.4	0.0
Cc1onc(-c2c(F)cccc2Cl)c1C(=O)NNC(=O)C1CCN(Cc2cccc(F)c2)CC1	0.4	20.9	1.8	-1.5	0.8	105.5	0.4	-1.2	-6.2	-2.2
N#Cc1cccc(CSc2ncnc(N)n2)c1	-1.8	2.7	-1.1	1.2	-4.0	112.5	1.2	0.5	5.9	-1.0
CCN(CC(=O)Nc1ccccc1OC)C(=O)C1CCC1	0.4	26.3	-3.4	-2.8	3.0	109.9	5.2	17.1	-3.0	-0.4
CCS(=O)(=O)CCSC1OC(COC(C)=O)C(OC(C)=O)C(OC(C)=O)C1OC(C)=O (configuration not stated)	-1.1	16.7	-0.5	0.2	-3.2	/	0.4	0.0	-3.7	0.3
Cc1ccc(C)c(/C=N/NC(=S)NC(C)C)c1	-0.2	25.3	-3.4	-1.7	-0.4	106.3	-8.8	-3.0	0.1	-1.0
CCc1cc(=O)oc2c(C)c(OCC(=O)NCc3ccccn3)ccc12	/	7.5	-2.0	-0.4	-4.2	73.3	-7.6	-0.2	5.6	-2.8
CSc1cccc(NC(=S)N(CCCN2CCCC2)Cc2cccn2Cc2ccc(Cl)cc2)c1	-1.1	13.8	-0.1	-1.2	-0.7	107.2	-2.0	/	-1.9	-2.3
COc1cccc(CN2CC(C(=O)NCCc3cn4cccnc4n3)CCC2=O)c1 (configuration not stated)	/	/	0.9	-0.8	/	101.6	/	-1.6	/	/
c1cncc(CNc2ccc3c(c2)OCO3)c1	-0.7	19.5	-3.3	0.7	0.1	99.5	-2.0	9.8	-2.9	0.6
Cc1ccccc1S(=O)(=O)Nc1nc2ccccc2nc1NCCO	0.8	7.6	2.1	2.7	0.7	99.6	-4.2	0.4	0.0	1.9
COCCCNC(=O)c1cc(Sc2ccc(F)cc2)nc2ccccc12	0.3	-0.6	-0.4	2.1	-2.8	105.8	-2.3	5.6	-1.7	-0.9
CCC(C)c1ccc(O)c(NC(=O)c2cncc(Br)c2)c1 (configuration not stated)	0.3	0.1	-2.6	1.2	-1.2	122.0	-0.7	-2.0	-1.8	-0.9
COCCN1C(=O)C(CC(=O)Nc2ccc(C(C)=O)cc2)SC1=Nc1ccccc1 (configuration not stated)	-1.0&-0.5	-4.5&-1.3	-1.3&-4.2	-2.1&-3.6	-0.3&5.8	114.0&103.2	-3.8&-8.7	-0.3	3.5	-0.7&-1.3
COc1ccc(-c2c3c(cc4ncn(Cc5ccccc5)c24)COC3=O)cc1	3.4	31.9	7.5	1.0	3.8	97.2	-1.2	/	-2.5	-2.3
CCCc1ccc(OCC(=O)NNC(=S)NC(=O)c2ccco2)cc1	-2.1	31.0	-5.9	5.5	2.5	105.0	-9.7	1.0	-1.3	-0.2
CC(NC(=O)C1CCN(S(=O)(=O)c2ccc(Br)s2)CC1)c1ccccc1 (configuration not stated)	0.0	-11.7	3.4	-0.6	-0.1	/	3.2	0.7	/	-1.8
Cc1ccc(-n2c(CC#N)n[nH]c2=S)c(C)c1	-0.4	-0.4	1.0	-2.6	1.8	109.3	0.8	-2.0	-3.0	-1.7

One compound at a time, from the list above. Order of screens: C-LANA FP | Arr AP2 block | V-ATPase pH | DAGLB inhibitor | Keap1-Nrf2 PPI | Pemphigus Ab inh | Cardiac RTF inh | NSD2 inh | CAL PDZ FP-1 | CAL PDZ FP-2
CC(NC(=O)C1CCN(S(=O)(=O)c2ccc(Br)s2)CC1)c1ccccc1 (configuration not stated) across the screens: 0.0 | -11.7 | 3.4 | -0.6 | -0.1 | / | 3.2 | 0.7 | / | -1.8
Cc1ccc(C(=O)NCC(=O)NCCc2ccc(S(N)(=O)=O)cc2)s1 across the screens: 2.3 | 5.2 | 5.5 | 0.2 | -5.5 | 127.7 | -8.5 | 0.0 | -3.7 | 0.1

Assay outcomes as filed in PubChem BioAssay.
